Source: PubChem BioAssay (several laboratories)
NTR1 ag = agonists of NTR1, primary screen, imaging, U2OS cells, beta-arrestin-GFP, high content (AID 493036); 330,000 tested, 0.17% active; activation, % at 20 µM; NTR1-U2OS beta-arrestin-GFP spot imaging, agonist mode;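 active = activation at or above 40% of the spot to cytoplasm intensity ratio, with at least 20 cells analyzed; inconclusive = wells under 20 cells, flagged as cytotoxic or low count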;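 note: 0% = DMSO without peptide and 100% = 100 nM NTR1 peptide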
Target sequence (P30989 whole entry, looked up): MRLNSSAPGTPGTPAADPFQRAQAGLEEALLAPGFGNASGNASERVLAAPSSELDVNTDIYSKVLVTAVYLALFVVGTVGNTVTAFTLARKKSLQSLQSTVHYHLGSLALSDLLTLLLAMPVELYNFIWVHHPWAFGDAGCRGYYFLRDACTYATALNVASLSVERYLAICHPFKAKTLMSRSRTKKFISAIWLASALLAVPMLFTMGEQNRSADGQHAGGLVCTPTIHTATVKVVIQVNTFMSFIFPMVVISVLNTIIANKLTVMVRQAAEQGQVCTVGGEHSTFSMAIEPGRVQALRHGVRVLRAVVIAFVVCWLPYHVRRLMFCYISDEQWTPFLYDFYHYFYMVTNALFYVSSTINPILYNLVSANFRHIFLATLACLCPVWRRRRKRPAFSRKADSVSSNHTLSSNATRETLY
TNAP activators = human TNAP enzyme activators, primary screen, biochemical, luminescent, no phosphate acceptor, uHTS (AID 1001) | purified TNAP, luminescent activation assay, no phosphate acceptor; higher activation fold means a stronger effect | one-dose activation fold at 20 µM; EC50 in µM for titrated hits | 200,000 tested, 0.03% active; in the data active = activation fold from about 3, or a potency from the dose series; inactive = the rest, 99 in 100 with activation fold below about 1.6; note: many of its hits are not listed in these tables
MgcRacGAP inhibition = MgcRacGAP GTPase-activating activity inhibitors, confirmation, biochemical, ADP Hunter fluorescence | inhibition, % at 30 µM; hits with a dose series show IC50 in µM | MgcRacGAP-stimulated Rac1 GTP hydrolysis, ADP Hunter fluorescence; higher % means a stronger effect; GST-tagged Rac1 F28L mutant substrate | 340,000 tested, 0.6% active | Rac GTPase-activating protein 1 (Homo sapiens);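 active = first-screen hits whose inhibition reached a set limit at any dose in the follow-up dose series; inconclusive = inhibition above the set first-screen limit but never retested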;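 note: fluorescence reports GDP produced by GAP-driven GTP hydrolysis; strong numbers were not always called active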
Myeloid diff 2 = induction of myeloid progenitor differentiation, primary screen, cell-based, flow cytometry, MLPCN library; 360,000 tested, 1% active; calls only at 10 µM; ER-HoxA9 myeloid progenitors, lysozyme-GFP differentiation;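 active = normalized GFP-positive differentiation at or above the plate's own cutoff, the solvent-only control mean plus 3 SD; inconclusive = no clear call, values can overlap the other calls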;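 note: cells exposed to compound for four days before flow analysis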
T cell HTS = modulators of CD8 T cell-vesicle binding, primary screen, mouse 2C CD8+ T cells, flow cytometry | AID 2052, 2009 | calls only at 7 µM | 2C CD8+ T cell-vesicle binding; active compounds read low | 330,000 tested, 0.068% active;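 active = response, share of CD8 T cells binding vesicles, and their 90th percentile fluorescence all below set limits, cut at about 80% in these data, passing the limit was not always enough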
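Incubation: binding step 1.5 h, 37 °C, antibody labelling 20 min, ice; system: murine 2C transgenic CD8+ T lymphocytes; technique: cytometric PE anti-B7-1 and Alexa647 anti-CD8 signals after 1% paraformaldehyde fixation; also added: QL9-charged Drosophila Ld/ICAM-1/B7-1 vesicles; control set: naked versus QL9-loaded vesicles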
RSV CPE inhibition = RSV antiviral activity via CPE protection, HEp-2 cells, primary 10 µM value included (AID 2391). HEp-2 cells, RSV-induced CPE inhibition; higher % means a stronger effect. CPE inhibition, % at 10 µM, or IC50 in µM where a hit was titrated. 310,000 tested, 0.13% active; in the data active = a potency from the dose series; inconclusive = CPE inhibition mostly from about 23% at the one dose, without a potency; inactive = the rest, 99 in 100 with CPE inhibition below about 21%; note: strong numbers were not always called active
PhoP inhibition = inhibitors of PhoP regulon expression, primary screen, Salmonella Typhimurium, GFP reporter (AID 1863) | inhibition, % at 50 µM; hits with a dose series show IC50 in µM | 300,000 tested, 0.16% active | S. Typhimurium PhoP-regulated promoter GFP reporter, 4 h; higher % means a stronger effect;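 active = inhibition over 29.93%, a cutoff 3 SD above the screen mean, later confirmed by dose response; inconclusive = inhibition over 29.93% but no dose response follow-up; inactive = inhibition at most 29.93% or unconfirmed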;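 note: 0% = low Mg2+ inducing control and 100% = high Mg2+ repressing control; strong numbers were not always called active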
Large T inhibition = SV40 large T antigen inhibitors, biochemical (AID 1903); SV40 large T antigen ATPase/helicase inhibition assay; higher % means a stronger effect; inhibition, % at 20 µM, or IC50 in µM where a hit was titrated; 310,000 tested, 0.39% active; in the data active = a potency from the dose series; inconclusive = inhibition mostly from about 32% at the one dose, without a potency; inactive = the rest, 99 in 100 with inhibition below about 32%; note: strong numbers were not always called active
K1F lysis inhibition = inhibition of K1F phage lysis, E. coli UTI89, bacterial capsule biogenesis inhibitors, alamar blue (AID 488966). one-dose inhibition, % at 100 µM; IC50 in µM for titrated hits. 340,000 tested, 0.02% active. E. coli UTI89 K1F phage lysis, alamar blue, 2 h; higher % means a stronger effect;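 active = phage lysis inhibition, versus mean bacterial control, above a set limit; inconclusive = no clear call, values can overlap the other calls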;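 note: capsule biogenesis inhibitors block K1F phage lysis so surviving cells raise fluorescence; higher fluorescence means more inhibition of phage lysis; actives were called in the ten point dose series up to 300 µM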
T cell HTS vesicle-bound % = recorded beside T cell HTS, whose call it bears; double positive events, %; measured here: CD8+ vesicle-bound cell fraction;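 binding gate set so that unloaded-vesicle control wells show 10% double positive cells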
NTR1 ag cell count 20 µM = recorded beside NTR1 ag, whose call it bears; cell count; measured here: cell count, cytotoxicity flag
Myeloid diff 2 GFP+ MAC1+ % = further read-out of Myeloid diff 2, marked with its call; GFP+ MAC1+ double positive, %; measured here: differentiation confirmed by MAC1 staining
Numbers without * were called inactive; i = inactive; ? = inconclusive; · = not tested or not shown; + = active, no number; [ ] = dose if it differs, or a comment.

SMILES	NTR1 ag	NTR1 ag cell count 20 µM	TNAP activators	MgcRacGAP inhibition	Myeloid diff 2	Myeloid diff 2 GFP+ MAC1+ %	T cell HTS	T cell HTS vesicle-bound %	RSV CPE inhibition	PhoP inhibition	Large T inhibition	K1F lysis inhibition
Cc1ccccc1N(CC(=O)NC1CCCC1)C(=O)C1(C)CC(=O)N=C2C=CC=CN21 (stereo not given)	-1.0	76	1	3.0%	i	0.9	i	18.7	2.3%	-4.5%	2.3%	-0.2%
S=C(NCc1ccncc1)Nc1ccc(Cl)c(Cl)c1	3.8	45	1	8.4%	i	1.4	i	43.6	5.3%	34.6%	12.5%	0.2%
CCCSCCCNC(=O)CN1C(=O)COc2ccc(S(=O)(=O)N3CCCC3)cc21	-0.6	53	·	7.2%	i	0.9	i	9.8	0.8%	-9.7%	10.4%	0.3%
CC(C)(C)NC(=O)COC(=O)c1cncc(Br)c1	0.9	59	1.1	3.2%	i	0.5	i	35.6	2.1%	-9.5%	-0.1%	0.3%
NC(=O)NC(CC(=O)NNC(=O)c1ccccn1)c1ccccc1Cl (stereo not given)	0.4	53	·	4.2%	i	0.2	i	44.7	3.1%	·	·	0.7%[50 µM]
CC1Cc2ccccc2N1C(=O)CN1C(=O)COc2ccccc21 (stereo not given)	-1.6	89	1.1	9.0%	i	1.1	i	16.2	1.5%	3.4%	11.6%	0.2%
Cc1ccc(SCc2[nH]nc3c2C2(C(=O)Nc4ccc([N+](=O)[O-])cc42)C(C#N)=C(N)O3)cc1 (stereo not given)	1.5	85	1	-5.0%	i	3.0	i	46.3	-0.2%	1.1%	2.9%	-0.5%
CCn1c(CSCc2ccccc2)n[nH]c1=S	0.0	40	1.4	-12.5%	i	0.1	i	54.1	0.9%	-3.9%	1.4%	-0.9%
O=C(Nc1n[nH]c(C(F)(F)F)n1)c1cccs1	2.8	64	·	9.4%	i	0.2	i	46.2	0.6%	-6.4%	0.8%	0.2%
CN(C)CCCNc1nc(-c2ccccc2)nc2ccccc12	0.9	57	·	18.3%	i	0.2	i	23.1	-0.3%	9.3%	-0.3%	-1.0%
O=C(COc1ccc(Br)cc1)Nc1ccccc1C(=O)NC1CC1	1.8	66	·	8.5%	i	0.8	i	45.1	0.4%	-4.5%	7.3%	1.0%[50 µM]
O=C(COc1ccc(Cl)cc1)N(Cc1ccco1)C1CCS(=O)(=O)C1 (stereo not given)	-0.4	38	·	-3.2%	i	0.7	i	54.0	·	-4.6%	11.2%	-0.5%
CCOC(=O)c1cc(NC(=O)COC)ccc1O	1.3	50	1	·	·	·	i	38.0	0.9%	3.7%	-3.2%	·
CCCN1C(=S)SC(C)(C)C1/[N+]([O-])=C/c1ccc(S(=O)(=O)NC)cc1 (stereo not given)	0.7	62	·	3.3%	i	0.1	i	30.7	-0.5%	-1.7%	1.4%	-0.8%[50 µM]
CCN1CCN(C(=O)CN2C(=O)COc3ccc(C)cc32)CC1	-0.6	60	·	0.5%	i	1.1	i	24.8	1.7%	7.9%	10.9%	-0.1%
COC(=O)c1ccc(COC(=O)C(CCS(C)(=O)=O)N2C(=O)c3ccccc3C2=O)cc1 (stereo not given)	0.5	51	1	7.6%	i	0.4	i	35.0	1.4%	-5.2%	10.0%	4.0%
CCN(CC)S(=O)(=O)c1ccc(C(=O)Nc2cc(C)on2)cc1	0.3	46	·	3.3%	i	0.3	i	5.4	2.7%	6.5%	4.6%	0.5%
Cc1nc2cc(N)ccc2n1C1CCCCC1	0.3	52	1	24.7%	i	2.4	i	28.4	-0.9%	-4.6%	25.8%	-0.5%
COc1ccc2nccnc2c1[N+](=O)[O-]	0.0	46	·	11.4%	i	0.5	i	59.1	2.2%	-10.4%	12.3%	0.7%
C/C(=N\NC(=O)CNc1cccc(C(F)(F)F)c1)c1cccc(Br)c1	9.9	47	1	2.0%	i	0.1	i	46.4	3.6%	-4.1%	15.4%	5.8%
Cc1sc2nc(C3CCCCC3)nc(SCC(=O)N3CC(=O)Nc4ccccc43)c2c1C	26.9	72	1.1	11.5%	i	0.3	i	0.0	2.3%	-7.8%	1.6%	0.1%
COc1ccccc1NS(=O)(=O)c1ccc(C(=O)N2CCN(c3ccccc3)CC2)cc1	-0.5	70	·	-4.3%	i	2.2	i	26.2	14.4%	·	·	-0.1%[50 µM]
COCCCN1C(=O)C(=O)/C(=C(/O)c2ccc(S(=O)(=O)N3CCCCC3)cc2)C1c1ccc(O)cc1 (stereo not given)	-0.5	54	·	1.5%	i	0.8	i	19.7	1.3%	3.3%	8.1%	-0.2%
Cc1cccc(NC(=O)COC(=O)C2COc3ccccc3O2)c1C (stereo not given)	1.9	65	·	-1.6%	i	0.8	i	49.1	·	·	·	-0.8%
O=C(Nc1ccc([N+](=O)[O-])cn1)c1ccc2c(c1)OCO2	-0.2	52	1.1	9.1%	i	0.5	i	44.3	0.9%	-11.0%	5.6%	-0.5%
(listing goes on)
SMILES	NTR1 ag	NTR1 ag cell count 20 µM	TNAP activators	MgcRacGAP inhibition	Myeloid diff 2	Myeloid diff 2 GFP+ MAC1+ %	T cell HTS	T cell HTS vesicle-bound %	RSV CPE inhibition	PhoP inhibition	Large T inhibition	K1F lysis inhibition
COc1ccc(NC(=O)c2cc(-c3cccnc3)nc3c(C)c(C)ccc23)c(OC)c1	14.4	69	1	4.6%	i	0.5	i	41.2	0.1%	-1.7%	19.9%	8.0%
COc1ccc(OC)c(N(CC(=O)Nc2cccnc2)S(=O)(=O)c2ccc(C)cc2)c1	0.7	51	1.2	0.7%	i	1.8	·	·	-0.6%	-3.2%	0.6%	-0.5%
CC(/C=N/NC(=O)c1cc(C(C)(C)C)[nH]n1)=C\c1ccccc1	-0.2	49	1.1	-5.1%	i	0.5	i	58.8	2.6%	4.8%	1.7%	-0.5%
Cc1ccc2cc(C(c3nnnn3C3CCCC3)N(Cc3ccco3)Cc3cccs3)c(=O)[nH]c2c1 (stereo not given)	0.3	88	1	9.9%	i	0.9	i	52.2	9.7%	-2.5%	14.5%	0.4%
Nc1nnc(/C=C/c2cccc([N+](=O)[O-])c2)s1	0.6	56	·	10.4%	i	0.5	i	64.9	0.7%	-1.5%	7.6%	0.4%
COCC1CCN(Cc2nc(COc3ccccc3)no2)C1 (stereo not given)	-0.7	56	1.1	-1.6%	i	1.1	i	54.3	1.2%	·	·	0.2%
Cc1ccccc1N/C(=N/S(=O)(=O)c1ccccc1)c1ccc(F)cc1	2.1	52	·	7.1%	+	2.3*	i	23.6	?	-9.9%	12.3%	-0.3%[50 µM]
COc1ccc(/C=N/NC(=O)COc2ccc3ccccc3c2)c(C(=O)O)c1OC	-1.3	73	1	5.2%	i	0.4	i	45.4	1.6%	11.2%	8.7%	0.8%[50 µM]
O=C(COC(=O)c1cccnc1Cl)Nc1nc(-c2ccccc2)cs1	5.0	67	1	8.1%	i	0.4	i	40.6	5.1%	12.4%	-1.3%	1.0%
CN(C)C(=O)c1ccc(NC(=O)CC2SC(N3CCCC3)=NC2=O)cc1 (stereo not given)	0.9	69	·	4.5%	i	0.4	i	61.8	1.2%	-2.3%	3.1%	0.4%[50 µM]
CCc1ccc(S(=O)(=O)NCc2cn3ccsc3n2)s1	0.6	45	1.1	0.1%	i	1.8	i	49.1	-0.6%	7.7%	6.9%	6.8%
Cc1ccc(C)c(S(=O)(=O)N2CCNCC2)c1	1.8	45	1.1	1.3%	i	0.9	i	43.7	-1.2%	-8.3%	15.6%	0.4%
Cc1ccccc1C(=O)NCC(=O)O	0.8	43	1.1	5.3%	i	0.4	i	50.0	2.3%	-9.8%	-1.0%	0.1%
Cc1ccc(C)c(N2CCN(C3CCCC(C)C3)CC2)c1 (stereo not given)	2.1	71	·	-10.1%	i	0.1	i	57.4	0.0%	-6.6%	13.9%	0.2%
Cc1cc(=O)oc(C)c1C(=O)Nc1cccc2ccccc12	0.1	42	1.1	5.0%	i	2.1	i	66.1	4.2%	-2.8%	18.7%	0.7%
COc1ccc(C(=O)NCc2nnc(SCC(=O)N3CCCc4ccccc43)o2)cc1OC	3.1	80	1	1.7%	i	0.5	i	55.4	1.3%	-5.7%	3.9%	-0.1%
CCC(=O)Nc1cccc(C(=O)c2ccccc2)c1	1.0	45	1	8.8%	i	1.9	i	36.5	0.1%	13.4%	5.3%	0.0%
NS(=O)(=O)c1ccc(CNS(=O)(=O)c2cc(Cl)ccc2Cl)cc1	2.5	50	·	16.4%	i	0.6	i	25.7	-0.4%	-3.9%	2.8%	0.2%
CN(Cc1ccnc2ccccc12)C(=O)C1CCC(=O)N(Cc2ccccc2F)C1 (stereo not given)	1.7	61	·	-0.2%	i	0.4	i	11.8	2.9%	-0.5%	7.5%	-0.1%

Shown comma-delimited: entries from further up
SMILES,NTR1 ag,NTR1 ag cell count 20 µM,TNAP activators,MgcRacGAP inhibition,Myeloid diff 2,Myeloid diff 2 GFP+ MAC1+ %,T cell HTS,T cell HTS vesicle-bound %,RSV CPE inhibition,PhoP inhibition,Large T inhibition,K1F lysis inhibition
NC(=O)NC(CC(=O)NNC(=O)c1ccccn1)c1ccccc1Cl (stereo not given),0.4,53,·,4.2%,i,0.2,i,44.7,3.1%,·,·,0.7%[50 µM]
Cc1cc(=O)oc(C)c1C(=O)Nc1cccc2ccccc12,0.1,42,1.1,5.0%,i,2.1,i,66.1,4.2%,-2.8%,18.7%,0.7%
Cc1cccc(NC(=O)COC(=O)C2COc3ccccc3O2)c1C (stereo not given),1.9,65,·,-1.6%,i,0.8,i,49.1,·,·,·,-0.8%
NS(=O)(=O)c1ccc(CNS(=O)(=O)c2cc(Cl)ccc2Cl)cc1,2.5,50,·,16.4%,i,0.6,i,25.7,-0.4%,-3.9%,2.8%,0.2%
Cc1ccc(C)c(N2CCN(C3CCCC(C)C3)CC2)c1 (stereo not given),2.1,71,·,-10.1%,i,0.1,i,57.4,0.0%,-6.6%,13.9%,0.2%
CCN(CC)S(=O)(=O)c1ccc(C(=O)Nc2cc(C)on2)cc1,0.3,46,·,3.3%,i,0.3,i,5.4,2.7%,6.5%,4.6%,0.5%
